# TcdB GH inh: blocks C. difficile toxin B glycohydrolase activity; TcdB glycohydrolase enzymatic assay, plate reader; inhibition, % at 9.99 µM; 350,000 compounds, 0.24% hits; in the data active = inhibition above about 10%
# * = called active by the depositor. Not all compounds are listed (hit frequency here may not be typical).
structure	TcdB GH inh
O=C(Nc1ccccc1)[C@H]1[C@H](CO)[C@H]2Cn3c(cccc3=O)[C@@H]1N2C(=O)c1ccccc1	0.7
CC(C)NC(=O)N(C)C[C@@H]1OCCCC[C@@H](C)Oc2ccc(NC(=O)Nc3ccccc3)cc2C(=O)N([C@@H](C)CO)C[C@@H]1C	-1.3
CN1c2ccc(C#Cc3cccnc3)cc2[C@@H]2[C@@H](CCN2C(=O)C2CCOCC2)[C@H]1CO	-0.8
C/C=C/c1ccc2c(c1)O[C@H](CN(C)C(=O)NCCC)[C@@H](C)CN([C@H](C)CO)S2(=O)=O	1.1
C[C@H]1CN([C@@H](C)CO)C(=O)c2cc(NC(=O)CCCCCC(=O)Nc3ccccc3N)ccc2O[C@@H]1CN(C)C(=O)Nc1ccc(F)cc1	0.4
CCNC(=O)[C@@H]1[C@@H](CO)[C@@H]2Cn3c(cccc3=O)[C@H]1N2C(=O)C1CCC1	1.3
O=C(CC1CC1)N[C@H]1C[C@@H]2O[C@@H](CO)CC[C@@H]2O[C@@H]1CCc1ccc(C#Cc2ccccc2)cc1	-1.0
C[C@@H]1CN([C@@H](C)CO)C(=O)c2cc(NC(=O)NC3CCCCC3)ccc2O[C@H]1CN(C)S(C)(=O)=O	-0.1
O=C(N[C@H]1C=C[C@@H](CC(=O)N2CCOCC2)O[C@H]1CO)c1ccc2c(c1)OCO2	-0.1
Cc1noc(C)c1S(=O)(=O)N(C)C[C@@H]1Oc2ccc(NS(=O)(=O)c3cccs3)cc2CC(=O)N([C@@H](C)CO)C[C@H]1C	-0.2
C[C@@H]1CN([C@@H](C)CO)C(=O)c2cc(NC(=O)CCC(F)(F)F)ccc2O[C@@H](C)CCCCO[C@H]1CN(C)S(=O)(=O)c1cccs1	0.1
CN(C)C(=O)C[C@H]1C[C@H]2c3cc(NC(=O)Nc4ccccc4F)ccc3O[C@H]2[C@H](CO)O1	0.5
C/C=C/c1ccc([C@@H]2[C@H]3CN(C(=O)Cc4ccncc4)CCCCN3[C@H]2CO)cc1	-13
O=C(c1ccc(F)cc1)N1CC(=O)N2[C@@H](CO)[C@H](c3ccc(C#CC4CCCCC4)cc3)[C@@H]2C1	-0.1
C[C@@H]1CN([C@@H](C)CO)C(=O)c2cc(C#CC3(O)CCCC3)cnc2O[C@H]1CN(C)C(=O)Cc1ccncc1	0.3
CN1C(=O)c2cc(NS(=O)(=O)c3cccc(F)c3)ccc2OC[C@H]2O[C@@H](CC(=O)NCCN3CCCCC3)CC[C@H]21	0.6
COc1ccc(CN(C)C[C@H]2Oc3ccc(NS(=O)(=O)c4c(C)noc4C)cc3C(=O)N([C@H](C)CO)C[C@@H]2C)cc1	-0.1
C[C@H](CO)N1C[C@H](C)[C@H](CN(C)S(=O)(=O)c2ccc(F)cc2)Oc2ncc(-c3cccc(F)c3)cc2C1=O	-1.9
CCC(=O)N1CC(=O)N2[C@@H](CO)[C@@H](c3ccc(C#CC4CCCCC4)cc3)[C@@H]2C1	3.5
O=C(C[C@@H]1CC[C@@H](NC(=O)C2CCC2)[C@@H](CO)O1)Nc1nccs1	0.2
O=C(Nc1ccccc1F)N1C[C@@H]2[C@H](c3ccccc31)[C@@H](CO)N2C(=O)C1CCOCC1	-4.1
CN(C)CC(=O)N[C@@H]1CC[C@@H](CCNC(=O)C2CCCCC2)O[C@H]1CO	0.1
Cc1ccc(S(=O)(=O)Nc2ccc3c(c2)C(=O)N([C@H](C)CO)C[C@@H](C)[C@H](CN(C)S(=O)(=O)c2ccc(C)cc2)OCCCC[C@@H](C)O3)cc1	0.3
CCS(=O)(=O)NCC[C@@H]1CC[C@H](NC(=O)Nc2cc(Cl)cc(Cl)c2)[C@@H](CO)O1	-1.2
O=C(CC1CC1)N1CC2(C1)[C@H](c1ccccc1)[C@H](CO)N2C(=O)c1cccnc1	-0.2
O=C(Nc1cccc(F)c1)N[C@@H]1CC[C@@H](CCn2cc(Cc3ccccc3)nn2)O[C@@H]1CO	-0.7
O=C(C[C@H]1C[C@@H]2c3cc(NC(=O)CC4CC4)ccc3O[C@@H]2[C@H](CO)O1)NCCc1ccccc1	-1.1
CCC(=O)N1[C@H](CO)[C@H](c2ccc(C#CC3CCCCC3)cc2)[C@@H]1CNC(C)C	1.1
C[C@@H]1CN([C@@H](C)CO)C(=O)c2cccc(NC(=O)c3ccc(-c4nccs4)cc3)c2O[C@@H]1CN(C)C(=O)Nc1cccc2ccccc12	-6.6
C/C=C/c1cnc2c(c1)C(=O)N([C@@H](C)CO)C[C@@H](C)[C@@H](CN(C)C(=O)c1cccc(F)c1)O2	0.3

# Copied from the list.
# Reading of `O=C(CC1CC1)N1CC2(C1)[C@H](c1ccccc1)[C@H](CO)N2C(=O)c1cccnc1` under TcdB GH inh: -0.2
# Reading of `CCC(=O)N1CC(=O)N2[C@@H](CO)[C@@H](c3ccc(C#CC4CCCCC4)cc3)[C@@H]2C1` under TcdB GH inh: 3.5

# More compounds follow:
structure	TcdB GH inh
CO[C@H]1CC[C@H]2CCOc3c(C#N)cccc3C(=O)N(C)[C@H](C)C(=O)N(C)C[C@H]1O2	-0.5
O=C(C[C@@H]1C[C@@H]2c3cc(NC(=O)Nc4ccc(C(F)(F)F)cc4)ccc3O[C@@H]2[C@H](CO)O1)NCc1ccc(Cl)cc1	0.6
COCC(=O)N1[C@@H](CO)[C@H](c2ccccc2)C12CN(C(=O)NC1CCCCC1)C2	0.4
Cc1noc(C)c1NC(=O)Nc1cccc2c1O[C@@H](CN(C)Cc1ccc(C(=O)Nc3ccccc3N)cc1)[C@@H](C)CN([C@H](C)CO)C2=O	-1.8
C[C@H](CO)N1C[C@H](C)[C@H](CN(C)C(=O)Nc2ccc3c(c2)OCO3)Oc2ccc(NS(=O)(=O)c3cn(C)cn3)cc2CC1=O	-0.1
C[C@@H]1CN([C@@H](C)CO)C(=O)c2cc(NC(=O)C3CC3)ccc2O[C@H]1CN(C)C(=O)Nc1ccc(C(F)(F)F)cc1	2.0
CCC(=O)N1C[C@@H](C)[C@H](OC)CN(C)C(=O)c2ccc(NC(=O)c3ccno3)cc2OC[C@@H]1C	-0.5
CCS(=O)(=O)Nc1ccc2c(c1)C(=O)N(C)[C@@H]1CC[C@H](CC(=O)N3CCN(C)CC3)O[C@@H]1CO2	0.1
C[C@H]1CN([C@@H](C)CO)S(=O)(=O)c2ccc(-c3ccccc3F)cc2O[C@@H]1CN(C)C(=O)C1CC1	0.3
C[C@@H]1CN([C@H](C)CO)C(=O)c2cc(NC(=O)Nc3ccc(F)cc3)ccc2O[C@@H](C)CCCCO[C@@H]1CN(C)Cc1ccc(C(F)(F)F)cc1	2.8
C[C@@H]1CN([C@@H](C)CO)C(=O)c2cc(C#C[C@@H](C)O)cnc2O[C@@H]1CN(C)Cc1ccc(-c2ccccc2)cc1	-0.8
O=C(Cc1ccccn1)N1CC(=O)N2[C@@H](CO)[C@H](c3ccc(-c4ccccc4)cc3)[C@@H]2C1	1.4
COc1ccc(-c2ccc([C@@H]3[C@H](C#N)N(C(=O)NC(C)C)[C@H]3CO)cc2)cc1	-0.1
C[C@H](CO)N1C[C@H](C)[C@@H](CN(C)C)Oc2ccc(NS(=O)(=O)c3ccc(Cl)cc3)cc2C1=O	-0.2
COc1cccc(C#Cc2ccc([C@H]3[C@H](C#N)N(C(=O)C4CCCC4)[C@H]3CO)cc2)c1	0.7
C[C@@H]1CN([C@H](C)CO)C(=O)c2cc(C#Cc3ccccc3)cnc2O[C@H]1CN(C)S(=O)(=O)c1ccccc1F	-16
O=C(NC1CCC1)[C@H]1[C@H](CO)[C@H]2Cn3c(ccc(C4=CCCCC4)c3=O)[C@@H]1N2CC1CC1	0.8
CO[C@@H]1CN(C)C(=O)c2ccc(NC(=O)Nc3ccccc3)cc2OC[C@H](C)N(C(=O)CC2CC2)C[C@H]1C	3.9
CNC[C@@H]1OCCCC[C@@H](C)Oc2ccc(NC(=O)Nc3ccc4c(c3)OCO4)cc2C(=O)N([C@H](C)CO)C[C@@H]1C	0.1
O=C(NC[C@H]1CC[C@@H]2[C@@H](CN2S(=O)(=O)c2ccccc2)O1)NC1CCCCC1	-0.4
O=C(C[C@H]1CC[C@H](NC(=O)Nc2ccccc2)[C@@H](CO)O1)NCc1cccc(F)c1	0.2
O=C(NCC[C@H]1CC[C@H](NC(=O)C2CCOCC2)[C@@H](CO)O1)Nc1ccc(Cl)cc1	-0.6
O=C(CC(F)(F)F)N1C[C@@H]2[C@H](c3ccccc31)[C@@H](CO)N2C(=O)c1cccnc1	1.4
C[C@H]1CN([C@@H](C)CO)C(=O)c2cc(NS(=O)(=O)c3ccc(F)cc3)ccc2O[C@@H]1CN(C)C(=O)Nc1ccc(C(F)(F)F)cc1	-0.4
C[C@H](CO)N1C[C@H](C)[C@H](CN(C)C(=O)c2ccncc2)OCCCC[C@H](C)Oc2ccc(NS(C)(=O)=O)cc2C1=O	-0.8
CN(C)C(=O)C[C@H]1CC[C@@H]2[C@H](COC[C@H](O)CN2S(=O)(=O)c2ccccc2)O1	0.7
C[C@@H]1CN([C@H](C)CO)C(=O)c2cc(NS(=O)(=O)c3cccs3)ccc2O[C@@H](C)CCCCO[C@@H]1CN(C)S(=O)(=O)c1cn(C)cn1	0.0
CCCN1[C@H](C(=O)NC2Cc3ccccc3C2)[C@@H](CO)[C@@H]2Cn3c(cccc3=O)[C@@H]21	2.3
CO[C@H]1CN(C)C(=O)c2ccc(NC(=O)c3ccc(Oc4ccccc4)cc3)cc2OC[C@@H](C)NC[C@H]1C	0.8
O=C(NCC1CC1)[C@H]1[C@H](CO)[C@H]2Cn3c(ccc(-c4cccnc4)c3=O)[C@H]2N1C(=O)NC1CCCC1	0.0
COc1ccc(-c2ccc([C@@H]3[C@@H](CO)N4C(=O)CN(C(=O)c5cccnc5)C[C@@H]34)cc2)cc1	0.1
C[C@H](CO)N1C[C@H](C)[C@H](CN(C)Cc2ccc(C(=O)O)cc2)Oc2ccc(NS(=O)(=O)c3cn(C)cn3)cc2C1=O	-0.5
CNC[C@H]1Oc2ccc(NC(=O)Nc3ccc(OC)cc3)cc2CC(=O)N([C@@H](C)CO)C[C@H]1C	0.7
CN1C(=O)c2cc(NC(=O)C3CC3)ccc2OC[C@@H]2O[C@@H](CC(=O)NC3CCC3)CC[C@H]21	-2.8
COC(=O)[C@H]1[C@H](CO)[C@H]2Cn3c(ccc(C4=CCCCC4)c3=O)[C@H]2N1C(=O)C1CCCC1	-1.0
COc1ccc(C#Cc2ccc3c(c2)[C@H]2[C@H](CCN2C(=O)C2CCCCC2)[C@H](CO)N3)cc1	-1.2
COc1ccc(CN(C)C[C@H]2OCCCC[C@H](C)Oc3ccc(NC(=O)NC4CCCCC4)cc3C(=O)N([C@H](C)CO)C[C@@H]2C)cc1	-0.1
COCC(=O)N(C)C[C@@H]1Oc2cc(C#CC(C)C)ccc2S(=O)(=O)N([C@H](C)CO)C[C@H]1C	0.3
COc1ccccc1NC(=O)N[C@H]1CC[C@H](CCNC(=O)Cc2ccccn2)O[C@H]1CO	-0.5
COc1ccc(S(=O)(=O)N2C[C@@H](O)COC[C@@H]3O[C@H](CC(=O)NCCCN(C)C)CC[C@H]32)cc1	-0.1
C[C@H](NC(=O)C[C@@H]1C[C@H]2c3cc(NC(=O)NC4CCCCC4)ccc3O[C@H]2[C@@H](CO)O1)c1ccccc1	-0.1
C[C@@H]1CN([C@@H](C)CO)C(=O)Cc2cc(NS(=O)(=O)c3cccs3)ccc2O[C@H]1CN(C)C	-0.7
CC(C)[C@H](C)NC(=O)N(C)C[C@@H]1OCc2ccccc2-c2ccccc2C(=O)N([C@@H](C)CO)C[C@H]1C	0.4
C[C@@H]1CN([C@H](C)CO)C(=O)c2cc(-c3ccc(F)cc3)cnc2O[C@@H]1CN(C)C(=O)CN(C)C	0.4
CCCNC(=O)N1[C@@H](CO)[C@H](c2ccccc2)[C@@H]1CNC(=O)c1cccc(F)c1	-1.9

# Part of the list above in a different format:
CCCN1[C@H](C(=O)NC2Cc3ccccc3C2)[C@@H](CO)[C@@H]2Cn3c(cccc3=O)[C@@H]21
  TcdB GH inh = 2.3
C/C=C/c1ccc([C@@H]2[C@H]3CN(C(=O)Cc4ccncc4)CCCCN3[C@H]2CO)cc1
  TcdB GH inh = -13

# Later entries:
structure	TcdB GH inh
CN1CCN(C(=O)C[C@H]2C[C@H]3c4cc(NC(=O)NC5CCCC5)ccc4O[C@H]3[C@@H](CO)O2)CC1	-1.0
COc1ccccc1S(=O)(=O)N[C@@H]1CC[C@H](CCn2cc(C3CCCC3)nn2)O[C@@H]1CO	0.5
Cc1noc(C)c1S(=O)(=O)N(C)C[C@H]1OCCCC[C@@H](C)Oc2ccc(NC(=O)C3CCCCC3)cc2C(=O)N([C@@H](C)CO)C[C@@H]1C	0.2
C[C@@H]1CN([C@@H](C)CO)C(=O)c2cc(C#CCN(C)C)cnc2O[C@@H]1CN(C)Cc1ccc(C(=O)O)cc1	-7.5
CCS(=O)(=O)Nc1ccc2c(c1)C(=O)N(C)[C@H]1CC[C@H](CC(=O)NCCOC)O[C@H]1CO2	0.1
C[C@H](O)C#Cc1cnc2c(c1)C(=O)N([C@H](C)CO)C[C@H](C)[C@H](CN(C)C(=O)Cc1ccccn1)O2	-0.3
Cc1noc(C)c1NC(=O)N(C)C[C@@H]1Oc2ccc(NS(=O)(=O)c3ccc(F)cc3)cc2CC(=O)N([C@H](C)CO)C[C@@H]1C	1.3

# Pulled by structure from the list above, 5 records:
structure	TcdB GH inh
C[C@@H]1CN([C@@H](C)CO)C(=O)c2cc(NC(=O)CCC(F)(F)F)ccc2O[C@@H](C)CCCCO[C@H]1CN(C)S(=O)(=O)c1cccs1	0.1
C[C@H](CO)N1C[C@H](C)[C@H](CN(C)C(=O)Nc2ccc3c(c2)OCO3)Oc2ccc(NS(=O)(=O)c3cn(C)cn3)cc2CC1=O	-0.1
COCC(=O)N(C)C[C@@H]1Oc2cc(C#CC(C)C)ccc2S(=O)(=O)N([C@H](C)CO)C[C@H]1C	0.3
O=C(NCC1CC1)[C@H]1[C@H](CO)[C@H]2Cn3c(ccc(-c4cccnc4)c3=O)[C@H]2N1C(=O)NC1CCCC1	0.0
C[C@@H]1CN([C@H](C)CO)C(=O)c2cc(NS(=O)(=O)c3cccs3)ccc2O[C@@H](C)CCCCO[C@@H]1CN(C)S(=O)(=O)c1cn(C)cn1	0.0

# Compound activity (PubChem)
